RNase H inhibition: RNase H inhibition, HIV 1 Gag Pol polyprotein, FRET biochemical assay, screening (AID 372); HIV-1 RT RNase H, FRET RNA/DNA substrate fluorescence; higher % means a stronger effect; inhibition, % at 10 µM; hits with a dose series show IC50 in µM; actives 0.77% (n = 100,000); in the data active = inhibition above about 50%
An asterisk follows results filed as active.

SMILES	RNase H inhibition
O=C(NCCO)/C(=C\c1ccccc1)NC(=O)c1ccccc1	4%
COc1ccc(C(=O)N2N=C3CC(C)(C)OCC3C2c2ccccc2)cc1 (stereo not given)	9%
Cc1ccc(-c2nc(Nc3ccccc3)s[n+]2CS(=O)(=O)c2ccccc2)cc1	12%
COc1ccccc1CNC(=O)c1ccccc1C	0%
COc1ccc(Cl)cc1NC(=O)COc1ccc(Br)cc1C	12%
COc1ccc(C=C2C(=O)NC(=O)N(c3ccc(C)cc3)C2=O)cc1[N+](=O)[O-]	10%
CC1=C(C(=O)OCCc2ccccc2)C(c2cccc(Cl)c2Cl)CC(=O)N1 (stereo not given)	8%
COc1ccc(/C=C/C(=O)Nc2nc(-c3ccccc3)cs2)cc1	11%
COc1ccc(OCC(=O)N2CCN(c3ccc([N+](=O)[O-])cc3Cl)CC2)cc1	0%
CCc1nnc(NC(=O)c2cccs2)s1	9%
COC(=O)c1ccc(C2C(C(=O)OCc3ccccc3)=C(C)NC3=C2C(=O)CCC3)cc1 (stereo not given)	12%
COC(=O)c1c(NC(=O)/C=C/c2ccco2)sc2c1CCCC2	15%
Cc1ccc(NC(=O)c2cc(-c3ccc(Cl)cc3)nc3ccccc23)cc1C	11%
N#C/C(=C\c1ccc(-c2ccc([N+](=O)[O-])cc2Br)o1)C(=O)Nc1ccc(Cl)cc1	4%
CCOC(=O)C1=C(C)N=c2s/c(=C/c3ccc(-c4ccc([N+](=O)[O-])cc4Br)o3)c(=O)n2C1c1ccccc1 (stereo not given)	14%
COc1ccc(C(=O)Nc2ccccc2C(C)C)cc1[N+](=O)[O-]	15%
COc1ccc(C(=O)Nc2ccc(Cl)cc2C)cc1	3%
COC(=O)C1=C(C)NC2=C(C(=O)CC(c3ccc(OC)cc3)C2)C1c1cccc(OC)c1 (stereo not given)	12%
O=C1/C(=C\c2ccc3c(c2)OCO3)C(c2ccc([N+](=O)[O-])cc2)=NN1c1ccccc1	12%
CC(C)=NNC(=O)/C(=C/C=C/c1ccccc1)NC(=O)c1ccccc1	7%
CC(C)N(Cc1ccccc1)C(=O)Cc1ccccc1	4%
NS(=O)(=O)c1cccc(NC(=O)c2cccnc2)c1	0%
COC(=O)CN(c1ccccc1)S(=O)(=O)c1ccccc1[N+](=O)[O-]	0%
COc1ccccc1Nc1ncnc2ccc(C)cc12	0%

Quoted at random: three entries already listed
SMILES	RNase H inhibition
COC(=O)CN(c1ccccc1)S(=O)(=O)c1ccccc1[N+](=O)[O-]	0%
CCOC(=O)C1=C(C)N=c2s/c(=C/c3ccc(-c4ccc([N+](=O)[O-])cc4Br)o3)c(=O)n2C1c1ccccc1 (stereo not given)	14%
CC(C)N(Cc1ccccc1)C(=O)Cc1ccccc1	4%

Later entries.
SMILES	RNase H inhibition
COc1cc([N+](=O)[O-])cc(/C=N/NC(=O)CNc2c(Br)cc(C)cc2Br)c1O	0%
Cc1cc(NCc2ccco2)n2c(nc3ccccc32)c1C#N	0%
CCOc1ccccc1CN1CCC(N2CCCCC2)CC1	10%
CN(C)CCOC(=O)C1(c2ccccc2)CCCC1	4%
COC(=O)c1cccc(-n2c(C)cc(/C=C(/C#N)C(=O)Nc3ccc(Cl)cc3)c2C)c1	10%
COc1cccc(C2NC(=S)NC(C)=C2C(=O)Nc2ccccc2)c1 (stereo not given)	0%
Fc1cc(Cl)ccc1NC(=S)N1CCN(Cc2ccc3c(c2)OCO3)CC1	26%
C=CCn1c(SCC(=O)c2ccc(Cl)cc2)nc2c(c1=O)C1(CCCCC1)Cc1ccccc1-2	6%
O=C(Nc1ccc(S(=O)(=O)N2CCCCC2)cc1)c1ccc(F)cc1	9%
O=c1c2c(nc(SCc3ccccc3)n1-c1ccccc1)-c1ccccc1CC21CCCCC1	16%
O=C(Nc1ccc(Br)cn1)c1ccccc1SCc1ccccc1	0%
CCN(CC)c1ccc(NC(=O)c2ccc(Br)cc2)cc1	7%
Cc1ccc(-c2csc(/C(C#N)=C/c3ccc(N(C)C)cc3)n2)cc1	9%
O=C(O)COc1ccc(N2C(=O)C3CC=CCC3C2=O)cc1 (stereo not given)	4%
COc1ccc(C2CC(C(F)(F)F)n3nc(C(=O)N4CCN(C(=O)c5ccccc5)CC4)c(Cl)c3N2)cc1OC (stereo not given)	0%
O=C(N/N=C/c1ccc(OC(=O)c2cccc3ccccc23)cc1)c1ccccn1	15%
Cn1cnnc1SCC(=O)c1ccccc1	5%
COc1ccc(O)c(/C=N/NC(=O)CSc2ccc3ccccc3n2)c1	12%
COc1cc([N+](=O)[O-])ccc1N=Cc1c(C)[nH]n(-c2ccc(C)cc2)c1=O	2%
CCCc1ccc(OCC(=O)Nc2ccc(C)cc2Br)cc1	12%
COc1ccc(C(NC(=O)Cc2ccccc2)c2ccc3cccnc3c2O)cc1OC (stereo not given)	18%
O=C(Nc1ccc(NC(=O)C(F)(F)F)c([N+](=O)[O-])c1)C(F)(F)F	11%
CC1=C(C(=O)Nc2ccc(Br)cc2)C(c2ccc(C)cc2)NC(=S)N1 (stereo not given)	57%*
N#C/C(=C\c1c(F)c(F)c(F)c(F)c1F)c1nc2ccccc2[nH]1	7%

Shown field by field: part of the list above.
> O=C(Nc1ccc(S(=O)(=O)N2CCCCC2)cc1)c1ccc(F)cc1
- RNase H inhibition: 9%

> O=c1c2c(nc(SCc3ccccc3)n1-c1ccccc1)-c1ccccc1CC21CCCCC1
- RNase H inhibition: 16%

Remaining list, next part.
SMILES	RNase H inhibition
COc1ccc(CNC23CN4CN(CN(C4)C2)C3)cc1	12%
CCOC(=O)C(=CNc1ccc(F)c(F)c1F)C(=O)OCC	10%
CCOC(=O)C(=O)N1c2ccccc2C(Nc2ccccc2)CC1C (stereo not given)	5%
CCOc1ccc(CN2CCN(C(=O)c3ccco3)CC2)cc1	0%
Fc1ccc(-c2nnc(-c3ccc4c(c3)OCO4)o2)cc1	14%
CC1(C)CC(=O)C2=C(C1)OC1=C(C(=O)CC(C)(C)C1)C2c1ccc(-c2ccccc2[N+](=O)[O-])o1	11%
O=C(Cc1ccccc1)Nc1cccc(C(=O)Nc2cccc(Cl)c2)c1	11%
Cc1cc(=O)n2ccc(CN3CCOCC3)c(O)c2n1	1%
CCC(C)NS(=O)(=O)c1ccc([N+](=O)[O-])cc1 (stereo not given)	4%
COc1ccc(C(=O)CSc2nnc(-c3ccc(Cl)cc3)n2-c2ccc(OC)cc2)cc1	15%
COc1ccc(C(=O)NC(=S)Nc2ccccc2OC)cc1	4%
O=C1/C(=C/c2c3ccccc3cc3ccccc23)SC(=S)N1c1cccc(Cl)c1	17%
CCc1ccc(NC(=O)c2cccc3ccccc23)cc1	11%
CCCC(=O)NC(Oc1ccc(/C=C2\SC(=S)N(CCCOC)C2=O)cc1)C(Cl)(Cl)Cl (stereo not given)	4%
C=CCSc1nc2c(c(=O)n1C1CCCCC1)C1(CCCC1)Cc1ccccc1-2	0%
N/C(=N\c1nc(C(F)(F)F)cc(=O)[nH]1)Nc1ccc(Oc2ccccc2)cc1	13%
CN1C(=O)C(c2ccccc2[N+](=O)[O-])C(=O)c2ccccc21 (stereo not given)	3%
Cc1cc(OCC(=O)NCCCN(C)C)ccc1Br	4%
CSc1ccc(C2C(C(=O)OCCOc3ccccc3)=C(C)NC3=C2C(=O)CCC3)cc1 (stereo not given)	10%
CCCCCOC(=O)C1=C(C)NC2=C(C(=O)CCC2)C1c1ccc(O)c(OC)c1 (stereo not given)	11%
Cc1ccc(S(=O)(=O)CCC#N)cc1C	0%
COc1cccc2sc(NC(=O)/C=C/c3ccc([N+](=O)[O-])cc3)nc12	0%
COc1ccc(NC(=O)COc2ccc(Cl)cc2C)cc1	22%
Cc1ccc2oc(-c3ccc(NC(=S)NC(=O)c4ccccc4F)cc3)nc2c1	23%
COc1ccc(/C=N/NC(=O)/C(=C\c2ccc3c(c2)OCO3)NC(=O)c2ccccc2)cc1Cl	15%
O=C(CC1S/C(=N\N=C\c2cccs2)NC1=O)Nc1ccc(C(=O)O)cc1 (stereo not given)	7%
CCCCCCN1C(=O)C(O)=C(C(C)=O)C1c1cccc(F)c1 (stereo not given)	13%
COc1ccc(C2Nc3ccccc3C(=O)N2Cc2ccco2)cc1CSc1ccccn1 (stereo not given)	21%
Cc1ccc2c(N)c(C(=O)c3ccccc3)sc2n1	1%
Cc1ccc(C(=O)NCCN(C)C)cc1[N+](=O)[O-]	2%
CNC(=O)C(=O)Nc1ccccc1OC	4%
COc1ccc(-c2cc(-c3ccccc3)nc(N3CCCCC3)n2)cc1	6%
CCc1cccc(C)c1NC(=O)Cc1ccccc1	15%
CC(C)=NNC(=O)Sc1cc(O)c(Cl)cc1O	66%*
COc1ccc(N2C(=O)/C(=C/c3cc(C)n(C)c3C)C(=O)NC2=S)cc1	23%
O=C(Nc1ccc2c(c1)C(=O)c1ccccc1C2=O)c1ccccc1	15%

Not a retest: two of the compounds above.
SMILES	RNase H inhibition
COc1ccc(/C=N/NC(=O)/C(=C\c2ccc3c(c2)OCO3)NC(=O)c2ccccc2)cc1Cl	15%
O=C(CC1S/C(=N\N=C\c2cccs2)NC1=O)Nc1ccc(C(=O)O)cc1 (stereo not given)	7%

Other records follow.
SMILES	RNase H inhibition
CCOc1cc(/C=N\NC(=O)c2cnccn2)ccc1O	13%
O=C(NC(Nc1ccccc1C(F)(F)F)C(Cl)(Cl)Cl)c1ccccc1 (stereo not given)	9%
O=c1c(N=Nc2ccc(Br)cc2)c(O)n(-c2ccccc2)c(=O)n1-c1ccccc1	17%
Cc1cc(N2C(=O)NC(=O)/C(=C\c3ccc4c(c3)OCO4)C2=O)ccc1Br	12%
CC(C)(O)C#Cc1ccc(C(=O)N2CCC(Cc3ccccc3)CC2)cc1	14%
Cc1ccc(C(=O)Nc2c(-c3ccccc3)nc3cc(C)ccn23)cc1	0%
CC(=O)Nc1cc(NC(C)=O)cc(C(=O)Nc2cccc(NC(=O)c3cc(NC(C)=O)cc(NC(C)=O)c3)c2)c1	4%
Cc1cc(I)ccc1NC(=O)Cc1ccc(Cl)cc1	14%
O=C(N/N=C/c1c(O)ccc2ccccc12)c1ccc(Cl)c(Cl)c1	0%
COc1ccc(C(=O)/C=C/c2ccc(-c3ccccc3[N+](=O)[O-])o2)cc1	16%
O=C(Nc1ccc2ccccc2c1)c1ccc(-c2ccc(Cl)c(Cl)c2)o1	11%
O=C(Nc1cccc(Cl)c1)c1ccccc1Br	9%
O=C(NCC(=O)c1ccccc1)SCc1ccccn1	4%
CCOc1ccccc1NC(=O)c1ccc(Cl)c(Cl)c1	5%
COc1ccc(-n2c(=O)c3c4c(sc3n3c(SC)nnc23)CCCC4)cc1	0%
COc1cc(NC(=O)COc2ccccc2C)c(OC)cc1Cl	6%
COc1ccc(OC)c(/C=C2\C(=O)N(c3ccc(C(=O)O)cc3)N=C2C)c1	0%
COc1ccc(C(=O)C(Sc2nnnn2-c2ccccc2)c2ccc([N+](=O)[O-])cc2)cc1 (stereo not given)	14%
O=C1CC(c2ccccc2C(F)(F)F)c2ccccc2N1 (stereo not given)	9%
CC(=O)n1cc(/C=C2\N=C(c3ccc(C(C)(C)C)cc3)OC2=O)c2ccccc21	4%
CCOc1ccc(NC2=C(Cl)C(=O)N(c3ccccc3Cl)C2=O)cc1	9%
CCOC(=O)c1c(NC(=O)c2cccnc2)sc2c1CCC2	13%
COc1ccc(OC)c(-n2c(O)c(C=Nc3ccc4c(c3)OCO4)c(=O)[nH]c2=O)c1	14%
COc1cccc(N2C(=O)CC(N3CCN(c4ccc(F)cc4)CC3)C2=O)c1 (stereo not given)	0%
O=C(Cc1ccccc1)Nc1ccc2oc(-c3cccc(F)c3)nc2c1	0%
CC(=O)C1=C(O)C(=O)N(c2cccc(C)c2)C1c1cccc([N+](=O)[O-])c1 (stereo not given)	9%
O=C(Nc1nc(-c2ccc([N+](=O)[O-])cc2)cs1)c1cccc2ccccc12	27%
O=C(NCc1ccccc1Cl)c1cc([N+](=O)[O-])ccc1Cl	12%
Clc1cccc(/C=N/N2CCN(C(c3ccccc3)c3ccccc3)CC2)c1	10%
O=C(OC1CCCCC1)c1ccc(NC(=O)C2CCCCC2)cc1	38%
CCOc1ccc(OCCCOc2ccccc2F)cc1	10%
CC1=C(C(=O)OC2CCCCC2)C(c2ccc(O)cc2)C2=C(CC(C)(C)CC2=O)N1 (stereo not given)	18%
O=c1[nH]c(=S)n(-c2ccc(Br)cc2)c(O)c1/C=C1\C=Nc2ccccc21	20%
COc1ccc(C(=O)Nc2ccccc2C(F)(F)F)cc1	3%
CCCCCCCNC1CC(=O)N(c2cccc(Cl)c2)C1=O (stereo not given)	3%
O=C(Nc1cccc(Cl)c1)c1cc(-c2cccc(Br)c2)nc2ccccc12	20%
CCc1cc([N+](=O)[O-])c(CC)c([N+](=O)[O-])c1NC(C)=O	20%
C=CCN1C(=O)/C(=C\c2ccc([N+](=O)[O-])o2)C(=O)NC1=S	75µM*
CN1C(=O)C(=Cc2ccc(Br)s2)C(=O)N(C)C1=S	25%
CCOC(=O)/C(N=Nc1cc(C(F)(F)F)ccc1Cl)=C(/O)c1ccc([N+](=O)[O-])cc1	7%
Cc1ccc(/C(O)=C2\C(=O)C(=O)N(CCCC(=O)O)C2c2ccc(N(C)C)cc2)cc1 (stereo not given)	4%
O=C(NCCN1CCN(C(=O)c2ccc(Cl)cc2Cl)CC1)c1ccc(Cl)cc1Cl	49%

Exported as labelled records: 4 of the compounds above
O=C(Cc1ccccc1)Nc1ccc2oc(-c3cccc(F)c3)nc2c1
  RNase H inhibition = 0%
Clc1cccc(/C=N/N2CCN(C(c3ccccc3)c3ccccc3)CC2)c1
  RNase H inhibition = 10%
CC(C)N(Cc1ccccc1)C(=O)Cc1ccccc1
  RNase H inhibition = 4%
O=C(Nc1ccc(NC(=O)C(F)(F)F)c([N+](=O)[O-])c1)C(F)(F)F
  RNase H inhibition = 11%

Assay outcomes (PubChem BioAssay)

This is a subset; rates above refer to the full screens.
